tim23-1 inh – tim23-1 yeast growth inhibition. S. cerevisiae tim23-1 growth, BacTiter-Glo luminescence, 24 h. inhibition, % at 20 µM. actives 1.3% (n = 330,000). AID 463212;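 active = growth inhibition of the mutant yeast at or above 50%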;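 note: temperature-sensitive mutant grown at 25 °C; plate controls were DMSO-treated mutant yeast for no effect and medium wells lacking yeast for full effect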
Jurkat NFkB inh – lowers PMA/ionomycin-induced NF-kB signal in Jurkat cells; PMA/ionomycin-induced NF-kB luciferase reporter, luminescence; inhibition, % at 4 µM; actives 0.53% (n = 330,000); AID 435003; in the data active = inhibition above about 50%
UPR XBP1 act – adaptive UPR (XBP1) activation; CHO-XBP1 luciferase reporter, IRE1-XBP1 UPR activation, luminescence; percent of tunicamycin response, DMSO as zero; activation, % at 20 µM; AID 463104; actives 0.33% (n = 330,000);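 active = versus positive control, 20 µM dose yields 30% or more activation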;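 note: 100% = tunicamycin at 10 µg/mL and 0% = DMSO only wells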
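Material – CHO cell line with stable XBP1 luciferase reporter · Buffer or medium – F12 plus 10% FBS · Compound – single point, 20 µM final compound, 1% DMSO · Schedule – 16-18 h cell attachment at 37 °C, then 6 h compound exposure · Signal – Steady-Glo luminescence read · Benchmarks – high control tunicamycin 10 µg/mL final, low control DMSO vehicle only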
UPR CHOP act – apoptotic UPR (CHOP) activation; AID 449763; CHO-CHOP luciferase reporter, luminescence; percent of tunicamycin response over DMSO baseline; activation, % at 10 µM; actives 0.34% (n = 330,000);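 active = at 10 µM dose, activation of 40% or more, normalized to positive control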;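 note: 100% = tunicamycin at 10 µg/mL and 0% = DMSO alone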
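System: CHO CHOP reporter cells. Amount: 500 cells per well. Buffer or medium: F12 medium, 10% FBS. Compound dosing: one dose, 10 µM in 0.5% DMSO. Incubation: 6 h compound exposure at 37 °C after overnight seeding. Technique: Steady-Glo luciferase luminescence. Benchmarks: tunicamycin and DMSO controls.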
APJ agonist – agonists of human APJ apelin receptor; CHO-K1 APJ PathHunter beta-arrestin, luminescence; 0% DMSO wells, 100% apelin; activation, % at 20 µM; actives 0.11% (n = 330,000); P35414;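 active = activation more than six SD over the plate average, tested at 20 µM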;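 note: 0% = DMSO alone and 100% = apelin-13 at 10 nM; some results filed as inactive read as strong as hits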
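Test system – PathHunter CHO-K1 APJ (AGTRL-1) beta-arrestin reporter cells · Input – 1000 cells/well · Compound – single test compound dose, 20 µM final, 1% DMSO · Times – compound stimulation 90 min at 25 °C, detection 60 min · Technique – beta-gal luminescence · Read-out basis – APJ–arrestin association signal · Control set – negative DMSO alone, positive Apelin-13 at 10 nM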
APJ antag – blocks the human apelin receptor APJ; P35414; CHO-K1 APJ beta-arrestin complementation, luminescence; inhibition, % at 20 µM; actives 0.32% (n = 330,000); AID 2521;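 active = inhibition above about 40% at 20 µM, limit read from the data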;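 note: cells challenged with 10 nM apelin-13 agonist together with compound; plate controls were apelin-13 plus DMSO wells for no effect and DMSO wells lacking apelin-13 for full effect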
697 NFkB inh – lowers PMA/ionomycin-induced NF-kB signal in 697 B cells; 697 B-cell NF-kB luciferase reporter, 16 h; inhibition, % at 4 µM; actives 0.33% (n = 330,000); in the data active = inhibition above about 35%
Mdm2-MdmX inh – human Mdm2/MdmX binding inhibition; actives 3% (n = 330,000); inhibition, % at 8 µM; AID 485346; SaOS-2 split-luciferase Mdm2/MdmX complementation, luminescence;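 active = inhibition of at least 50% at 8 µM in the primary screen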
Target sequence (O15151 whole entry, looked up): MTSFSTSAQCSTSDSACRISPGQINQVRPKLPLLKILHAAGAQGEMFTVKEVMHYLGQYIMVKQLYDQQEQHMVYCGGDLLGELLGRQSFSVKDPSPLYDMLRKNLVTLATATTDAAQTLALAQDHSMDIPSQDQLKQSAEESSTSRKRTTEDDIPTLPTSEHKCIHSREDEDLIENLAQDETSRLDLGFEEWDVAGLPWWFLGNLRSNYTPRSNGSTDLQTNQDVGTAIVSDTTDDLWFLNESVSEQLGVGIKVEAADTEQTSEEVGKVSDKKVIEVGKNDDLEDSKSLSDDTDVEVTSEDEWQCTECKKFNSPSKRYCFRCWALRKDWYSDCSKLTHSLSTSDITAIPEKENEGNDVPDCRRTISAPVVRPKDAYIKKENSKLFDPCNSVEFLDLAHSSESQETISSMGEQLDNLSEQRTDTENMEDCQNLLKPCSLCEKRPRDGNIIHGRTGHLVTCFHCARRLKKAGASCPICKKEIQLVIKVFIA
Target sequence (Q00987 whole entry, looked up): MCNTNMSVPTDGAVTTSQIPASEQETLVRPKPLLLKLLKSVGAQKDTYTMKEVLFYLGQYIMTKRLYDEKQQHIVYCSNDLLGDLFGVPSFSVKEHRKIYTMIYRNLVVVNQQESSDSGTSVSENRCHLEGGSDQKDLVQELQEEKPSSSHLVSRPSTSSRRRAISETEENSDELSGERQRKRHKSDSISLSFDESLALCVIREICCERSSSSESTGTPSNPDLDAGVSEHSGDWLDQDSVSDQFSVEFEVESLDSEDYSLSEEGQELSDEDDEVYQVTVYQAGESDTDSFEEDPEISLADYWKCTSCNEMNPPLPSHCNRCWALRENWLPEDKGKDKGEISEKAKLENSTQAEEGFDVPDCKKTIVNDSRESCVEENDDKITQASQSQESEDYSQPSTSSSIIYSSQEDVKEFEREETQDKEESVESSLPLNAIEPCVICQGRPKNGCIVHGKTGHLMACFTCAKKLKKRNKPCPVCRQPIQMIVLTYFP
The depositor's hits bear a star; nt = not tested or not shown. Outcome played no part in choosing rows. About 5% of those tested had a hit in this group.

SMILES	tim23-1 inh	Jurkat NFkB inh	UPR XBP1 act	UPR CHOP act	APJ agonist	APJ antag	697 NFkB inh	Mdm2-MdmX inh
O=C(Nc1ccccc1F)N1CCCC1c1cccnc1 (stereo not given)	0	-9	-1	0.9	-2	-15	-4	-33
O=C(COC(=O)c1cc(=O)[nH]c2ccccc12)c1ccccc1	19	-3	0	0.2	-2	4	0	-12
CC(Sc1ccccn1)C(=O)Nc1ccc(S(N)(=O)=O)cc1 (stereo not given)	-3	1	-2	0.9	-4	8	20	-27
CCCC(C)NC(=O)C1c2ccccc2Oc2ccccc21 (stereo not given)	8	7	-4	-0.6	-5	-2	-7	7
O=C(CSc1nc(-c2ccco2)cc(C(F)(F)F)n1)Nc1cccnc1	19	41	1	-0.5	-3	21	-11	31
COC(=O)[C@H]1C[C@H]2[C@@H]3CC[C@H]4C[C@@H](OC)CC[C@]4(C)[C@H]3CC[C@]2(C)[C@@]2(CCCO2)O1	43	nt	-1	1.6	nt	nt	3	-16
N#C/C(=C(/O)c1ccc(Br)s1)c1nc2ccccc2[nH]1	0	15	2	0.5	-4	13	-106	31
CCOc1ccc(-c2nnn(CC(=O)Nc3cccc(OC)c3)n2)cc1OCC	18	-8	-2	-1.1	-3	0	4	14
Cn1ccc(C(=O)OCC(=O)Nc2ccccc2Cl)n1	14	0	3	-0.7	0	10	2	-26
O=C(C[n+]1cccc2ccccc21)c1ccc([N+](=O)[O-])cc1	12	-6	7	0.4	-2	-9	-2	3
COc1cc(C)ccc1OCCOCCOc1ccc([N+](=O)[O-])cc1	17	10	-1	0.2	-3	-34	20	2
COc1ccc(CNC(=O)CN(Cc2ccccc2Cl)C(=O)c2csnn2)cc1	17	-9	-5	0.6	-2	-9	19	-4
O=C(NNC(=O)C1C2CCCCC21)c1coc(=O)c(Br)c1 (stereo not given)	0	-2	1	1.0	-2	23	-10	15
N#CCCn1nnc2ccccc21	-3	-21	0	0.2	-2	-7	1	-14
O=C1N[C@H](Cc2ccccc2)COC(=O)[C@H](Cc2ccc(F)cc2)C/C=C\C[C@@H]1CC(=O)N(CCO)Cc1ccccc1	19	19	-1	3.7	0	26	23	20
COc1ccc([C@@H](OC)[C@@]2(Cc3ccc(O)cc3)N=C(N)N(C)C2=O)cc1	7	7	-2	0.1	-4	9	20	11
CCN1CCN(c2cc(C)c3cc(NC(=O)CCC(=O)N4CCN(c5ccccc5)CC4)ccc3n2)CC1	13	-10	-5	1.3	-1	-9	-35	-4
COc1ccc(/C=C/C(=O)OCC(=O)Nc2ccc(Cl)c(S(=O)(=O)N(C)C)c2)cc1OC	1	14	-2	1.4	5	-9	-19	-3
O=C1CC(N2CCN(c3nc4ccccc4s3)CC2)C(=O)N1Cc1cccs1 (stereo not given)	26	-4	1	1.6	0	3	-3	-11
CCC1=C(OC(=O)N(CC)CC)N2C(=O)OC(=NCCc3c[nH]c4ccccc34)[C@]2(Cc2ccccc2)[C@H]2C1=CC[C@H]1C(=O)N(CC(=O)OC)C(=O)[C@H]12	21	13	3	3.0	2	7	-8	5
COc1ccc(C(=O)Nc2cc3c(oc2=O)CCCC3=O)cc1	0	-27	2	0.2	-1	-5	-8	-20
CCNC(=O)c1cccc(NC(=O)CN2C(=O)NC3(CCCCC3)C2=O)c1	17	-5	2	0.4	7	24	-24	23
COc1cc(C(=O)NC2(C(F)(F)F)NC(=O)N(CCCc3ccccc3)C2=O)cc(OC)c1OC (stereo not given)	0	-5	-2	-0.4	1	8	-25	31
CCc1cc(C(=O)NNC(=S)Nc2ccccc2C)cs1	6	-104	1	4.1	-8	34	-99	-64
CCOC(=O)C1(CCCc2ccccc2)CCN(C(=O)c2cnc(C)cn2)CC1	18	8	-3	-3.3	-3	10	3	7

The last two records of the section above open the next one.
SMILES	tim23-1 inh	Jurkat NFkB inh	UPR XBP1 act	UPR CHOP act	APJ agonist	APJ antag	697 NFkB inh	Mdm2-MdmX inh
CCc1cc(C(=O)NNC(=S)Nc2ccccc2C)cs1	6	-104	1	4.1	-8	34	-99	-64
CCOC(=O)C1(CCCc2ccccc2)CCN(C(=O)c2cnc(C)cn2)CC1	18	8	-3	-3.3	-3	10	3	7
COc1cc(C2C=C(C34CC5CC(CC(C5)C3)C4)NC(=S)N2)cc(OC)c1OC (stereo not given)	4	5	-5	-1.6	-3	35	11	21
CCCc1cc(C(=O)N2CCCC(N3CCN(c4ccc(F)cc4)CC3)C2)no1 (stereo not given)	11	8	-4	0.4	0	23	5	-2
O=C(NCc1nc(-c2ccccc2)no1)c1ccc2c(c1)OCO2	23	-30	-2	-0.4	4	5	-28	-20
Cc1ccc(CNS(=O)(=O)c2ccc3c(c2)NC(=O)CO3)cc1	26	-7	-2	1.8	2	10	-25	5
Cc1cc(S(=O)(=O)Nc2ccc3c(c2)COC3=O)ccc1F	0	0	-5	-0.7	-2	2	10	7
Cc1cc(C)cc(SCc2noc(C(=O)NCCN(C)C)c2C(=O)NCCN(C)C)c1	0	41	-1	0.2	0	14	-22	89*
Cc1ccccc1N/C(SCc1cccc(Br)c1)=C(/C#N)C(N)=O	3	-7	0	5.5	-3	-1	-23	-7
CN=Cc1sc2ccccc2c1O	17	-14	2	1.3	3	3	-14	3
CCOC(=O)C1CN(S(C)(=O)=O)c2cc(CC(=O)OC)ccc2O1 (stereo not given)	-5	0	-3	0.0	-4	11	4	11
O=c1c(Cl)c(N2CCOCC2)cnn1-c1nc2ccccc2[nH]1	19	-75	-4	2.0	0	3	-37	-36
COc1ccc(NC(=O)CN2C(=O)NC(C)(c3ccc4c(c3)OCO4)C2=O)cc1S(N)(=O)=O (stereo not given)	-1	0	-1	-0.4	0	0	-8	1
Cc1cc(NC(=O)CSCc2ccccc2C)no1	1	4	-2	2.9	-3	19	-6	10
Cc1nc2ccccc2c(=O)n1NC(=O)/C=C/c1ccccc1	-1	-1	2	-0.7	-1	13	5	-14
O=C(O)c1ccccc1CSC1=NCCS1	3	-7	-3	0.5	0	5	-3	8
COCCN(C(=O)CC1CCCC1)c1c(N)n(CC(C)C)c(=O)[nH]c1=O	-15	-5	-2	0.9	-2	1	18	-5
CCOc1ccccc1NC(=O)C(=O)N/N=C/c1cc(Br)ccc1O	59*	-25	-2	-2.6	-1	-20	-16	76*
O=C(Nc1ccnc(-c2cccnc2)n1)c1ccc(F)cc1	5	-1	-1	-1.6	-3	1	-2	-6
CC(=O)c1nn(-c2cccc(C(F)(F)F)c2)c(=O)[nH]c1=O	5	13	1	-1.0	-1	5	-23	-9
Cc1cc(C)n2nc(-c3ccc(Cl)cc3)cc2n1	28	-132	0	5.9	-1	10	-138	-130
Cc1ccc(SCCNC(=O)c2ccc(C)c(S(=O)(=O)Nc3cccc(C)c3)c2)cc1	26	3	-4	-0.4	-1	-14	-9	32
O=C(Nc1ccc(S(=O)(=O)NCc2cccnc2)cc1)c1ccco1	15	12	1	-1.7	0	-26	2	-10
CC(C)(C#N)NC(=O)c1ccco1	8	-7	-1	-0.1	0	1	10	18
CCCCCC[n+]1c(-c2ccc(Cl)cc2Cl)csc1Nc1ccccc1	7	15	1	-0.2	-4	28	7	-43
COCCNC(=O)C(=O)NNS(=O)(=O)c1ccc2ccccc2c1	9	19	-4	-1.1	-3	-19	8	12
CCCOc1ccc(/C=N/NC(=O)c2nnn(-c3nonc3N)c2-c2cccs2)cc1OC	14	4	-3	2.9	6	1	-3	-7
SMILES	tim23-1 inh	Jurkat NFkB inh	UPR XBP1 act	UPR CHOP act	APJ agonist	APJ antag	697 NFkB inh	Mdm2-MdmX inh
O=C(NC(=S)Nc1ccc2c(c1)OCCO2)c1ccccc1	54*	-210	-2	1.6	-2	2	-235	-116
Cc1ccc(NC(CC(=O)c2ccccc2)C(=O)O)cc1Cl (stereo not given)	9	-204	1	3.7	1	4	-254	-142
CN(C)/C=N/C1=C(C#N)C(c2ccc(Br)cc2)c2ccc3ccccc3c2O1 (stereo not given)	30	-26	2	2.3	1	-4	-38	36
O=C(Oc1ccnc2cc(Cl)ccc12)N1CCCCCC1	-63	15	-1	-1.5	0	12	38*	67*
CSCC[C@H](NC(=O)[C@@H]1Cc2ccccc2CN1)C(=O)Nc1cccc(C)c1	-29	-8	-4	2.0	-1	23	-18	-2
CCN(CC)c1ccc(NC(=O)c2nc3nc(C)cc(C(F)F)n3n2)cc1	-4	-14	0	-0.1	5	4	9	3
Cc1ccc(S(=O)(=O)N2CCCN(S(=O)(=O)c3ccc4c(c3)OCCO4)CC2)cc1	38	15	-3	-1.8	-5	-1	13	10
CCOC(=O)CNC(=O)CNC(=O)c1ccc(OC(C)C)cc1	-18	-5	0	1.1	0	6	-10	18
COc1cccc(NC(=O)CN(C)C(=O)c2ccc(N3CCCCC3)c([N+](=O)[O-])c2)c1	17	-18	2	-1.7	-4	4	-9	12
C#CCOCCOCCOCCNc1nc(N2CCOCC2)nc(N2CCN(C(=O)[C@H]([C@@H](C)CC)n3cc([C@@H](N)CO)nn3)CC2)n1	12	3	2	0.1	-3	19	9	19
NC(=O)Cn1c2[n+](c3ccccc31)CC(O)CS2 (stereo not given)	11	3	-1	0.0	-3	8	15	13
CCC(c1nnnn1Cc1ccco1)N1CCC(C(N)=O)CC1 (stereo not given)	6	-5	1	0.4	0	6	-7	-5

One compound at a time (already shown). Order of screens: tim23-1 inh, Jurkat NFkB inh, UPR XBP1 act, UPR CHOP act, APJ agonist, APJ antag, 697 NFkB inh, Mdm2-MdmX inh
O=C(NC(=S)Nc1ccc2c(c1)OCCO2)c1ccccc1 as listed: 54*, -210, -2, 1.6, -2, 2, -235, -116
CCOC(=O)CNC(=O)CNC(=O)c1ccc(OC(C)C)cc1 as listed: -18, -5, 0, 1.1, 0, 6, -10, 18
CSCC[C@H](NC(=O)[C@@H]1Cc2ccccc2CN1)C(=O)Nc1cccc(C)c1 as listed: -29, -8, -4, 2.0, -1, 23, -18, -2
NC(=O)Cn1c2[n+](c3ccccc31)CC(O)CS2 (stereo not given) as listed: 11, 3, -1, 0.0, -3, 8, 15, 13
Cc1ccc(NC(CC(=O)c2ccccc2)C(=O)O)cc1Cl (stereo not given) as listed: 9, -204, 1, 3.7, 1, 4, -254, -142

Screens: PubChem BioAssay, Sanford-Burnham Center for Chemical Genomics
